Insulin prom inh: inhibitors of insulin promoter-driven GFP, primary screen, imaging, TRM-6 cells (human fetal islet line), eGFP reporter, cell count | AID 1273, 2008 | reporter expression induced with tamoxifen | hit rate 0.9% among 130,000 | inhibition, % at 2 µM;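 active means inhibition above the mean plus 3 SD, with well images judged a real hit on visual review, cut at about 60% in these data, passing the limit was not always enough; inconclusive means inhibition over the cutoff but images rejected on review; inactive means inhibition not above the cutoff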
SDO1 yeast rescue: growth rescue of sdo1-depleted yeast, primary screen, S. cerevisiae, bone marrow failure model | S. cerevisiae sdo1-depleted JHY4D growth rescue, OD600 30 h; active compounds read high; pdr5 snq2 efflux-pump mutant strain | z-score at 10 µM | hit rate 0.21% among 140,000 | AID 817, 2007;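 active means z-score above 3 at both the 24 hr and the 30 hr optical density reads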;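 further: z-score against mean and SD of all compound wells on the same plate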
SDO1 yeast rescue Rescue 24 h: second read-out of SDO1 yeast rescue, no call of its own (marks repeat the call); z-score; S. cerevisiae sdo1-depleted JHY4D growth rescue, OD600; measured here: growth rescue at 24 h;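 0 is the plate mean of compound wells and units are plate SD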
An asterisk follows results filed as active; ? = inconclusive; . = not tested or not shown; [ ] = dose if it differs, or a comment.

SMILES	Insulin prom inh	SDO1 yeast rescue	SDO1 yeast rescue Rescue 24 h
CCOC(=O)Cc1csc(NC(=S)NC(=O)c2ccc(F)cc2)n1	.	-0.94	-0.55
CC(=O)Nc1ccc(C(=O)OC2CCCCC2=O)cc1 (configuration not stated)	10	-0.56	-1.1
O=C(NCCCCCCOC1=NS(=O)(=O)c2ccccc21)C(=O)Nc1ccccc1	-9	.	.
CCOC(=O)C1=NOC2C(=O)N(c3ccc(Cl)cc3Cl)C(=O)C12 (configuration not stated)	?	.	.
O=C(Nc1ccccc1C(F)(F)F)NC1CCCCC1	-11	0.16	-0.6
Cc1ccc(C(=O)NNC(=O)C2CCN(Cc3ccccc3)CC2)cc1	-40	0.87	0.48
Cn1cccc1C(C#N)c1cccc(F)c1C#N (configuration not stated)	47	.	.
Cc1ccc(S(=O)(=O)c2c(C)cc(-c3ccccc3)[nH]c2=O)cc1	56	0.56	0.09
Cc1ccccc1-c1nnc(SCC(=O)Nc2c(C)n(C)n(-c3ccccc3)c2=O)o1	?	.	.
COC(=O)c1cc2n(n1)CCN(Cc1ccc(OC)cc1)C2=O	.	0.16	-0.79
CCOC(=O)c1sc(NC(=O)c2ccccc2OC)nc1C	.	0.32	0.33
COc1ccc(C)cc1NC(=O)CSc1nnc(COc2ccccc2)n1Cc1ccco1	.	-1.9	-1.2
C=CCn1c(SCC(=O)c2cccs2)nc2sc(C)c(C)c2c1=O	-107	-1.2	0.25
c1cc2c(c(NCc3ccncc3)c1)CCCC2	.	0.07	-0.28
Cc1ccc(S(=O)(=O)N2CCOCC2)cc1N/N=C(\C#N)c1nc2ccccc2[nH]1	.	-0.2	1.1
COc1ccccc1CNC(=S)NC1CCCCC1	9	.	.
COc1ccc2cc(/C(C)=N/NC(=O)c3cc(-c4cccnc4)nc4ccccc34)ccc2c1	-40	1	1.6
Cc1sc(NC(=O)CN(C)C2CCCCC2)nc1-c1ccc2c(c1)CCN2S(=O)(=O)c1ccccc1	-27	-0.12	0.1
Cc1cccc2c1N(CCOc1ccccc1Cl)C(=O)C2=O	-49	0.42	0.22
CS(=O)(=O)N(CC(O)Cn1c2ccccc2c2ccccc21)c1ccccc1 (configuration not stated)	-74	-0.2	-0.36
O=C1c2ccccc2C(=O)N1CSc1nnc2c3ccccc3n(CCc3ccccc3)c2n1	-100	0.25	0.45
CCC(CC)C(=O)OCC(=O)NC12CC3CC(CC(C3)C1)C2	-37	-0.8	-0.27
CCCCNC(=O)CC1N=C2c3ccccc3N=C(SCC(=O)Nc3cccc(OC)c3)N2C1=O (configuration not stated)	28	-0.08	-0.66
COc1cc(OC)cc(-c2n[nH]c(=S)n2-c2cc(OC)ccc2OC)c1	-23	0.45	-0.18
O=C(Cc1cccc(C(F)(F)F)c1)NCc1ccc(Cl)cc1Cl	.	-1.1	-1.1
CC(C)(CS(=O)(=O)[O-])NC(=O)CC[N+](C)(C)CCO	13	1.3	1.5
N#CCCN(CCC#N)C(=O)c1ccc2c(c1)OCO2	-170	0.32	-0.57
C=CCn1c(-c2csc(-c3ccc(Cl)cc3)n2)n[nH]c1=S	24	-1	-0.11
Cc1cc(C)cc(NC(=O)c2ccc(CSc3nnc(C)s3)cc2)c1	-24	-0.73	-0.02
NS(=O)(=O)c1cnccc1Nc1ccc(Cl)cc1	-31	1.1	0.45
Cc1ccc(NC(Cc2cc(C)no2)c2ccccc2)cc1 (configuration not stated)	-29	-0.23	-0.22
N#Cc1c(-c2ccco2)cc(C2CC2)nc1N	18	-1.2	-1.3
CCCOc1ccc(S(=O)(=O)NNC(=O)c2cc3ccccc3o2)cc1	-14	-1.2	-1.8
Cc1ccc(-n2c(SCc3nnc4n3CCC4)nnc2-c2ccccc2)cc1	-29	0.49	0.33
Cn1ncc2c(N3CCN(c4ccccc4F)CC3)ncnc21	-38	-0.55	-0.04
CCC1CCc2c(sc(N)c2C(N)=O)C1 (configuration not stated)	31	-0.71	-0.59
S=C(Nc1ccccc1)Nc1nc2ccccc2n1CCOc1ccc(Cl)cc1	.	1.1	0.67
CC(C)c1ccc(NC(=O)c2cccnc2)cc1	.	1.3	1.9
CCOc1ccc(-c2cc(N3C(=O)Nc4ccccc4N3O)n[nH]2)cc1	-25	.	.
COC(CNC(=O)c1ccc(Cn2c(=S)[nH]c3cc4c(cc3c2=O)OCO4)cc1)OC	13	0.02	-0.65
CNCCC1Sc2ccccc2Oc2ccccc21 (configuration not stated)	-67	.	.
N#Cc1cccc(NC(=O)C2SC(=Nc3ccccc3)C(C(=O)N3CCOCC3)=C2N)c1 (configuration not stated)	-10	1.2	0.64
CCCCc1nc(NCCN)c(C#N)c2c1CSC(C)(C)C2	-3	-2	-0.95
O=S(=O)(c1ccc(F)cc1)N1CCN(c2ccccn2)CC1	29	.	.
CC(C)C(=O)Nc1cccc(NC(=O)c2cc3ccccc3o2)c1	.	0.54	0.6
CCc1ccccc1NC(=O)CC1S/C(=N\c2nccs2)N(CC)C1=O (configuration not stated)	.	-0.48	-0.17
CC(C)Oc1ccc(C(=O)Nc2ccc(N3CCCCC3)cc2)cc1	22	-0.21	0.04
COC(=O)c1ccc(-c2nc(O)c3cnccn23)cc1	21	0.43	0.31
O=C(O)c1cc(S(=O)(=O)N2CCOCC2)ccc1N1CCOCC1	19	0.46	-0.15
CCC(=O)Nc1cccc(-n2nnnc2SCC(=O)c2ccc(C)c(C)c2)c1	-5	-0.33	-0.69
COc1ccc(CNC(=S)NCc2ccc(OC(C)C)cc2)cc1	31	-0.76	-1.2
CC1=CC(C2CC(=O)N(c3ccccc3C)C2=O)CC2C(=O)N(c3ccccc3C)C(=O)C12 (configuration not stated)	36	0.17	-0.55
O=C(Nc1nnc(C2CC2)s1)C1CC(=O)N(c2ccc3c(c2)OCCO3)C1 (configuration not stated)	.	-0.45	-0.37
O=C(NCc1ccco1)c1ccc2nc3sc4c(c3c(=O)n2c1)CCCC4	17	-0.39	-0.66
Cc1cccc(NC(=O)NNC(=O)c2c(Cl)c(C)nn2C)c1	-38	0.2	-0.43
COc1ccc(NC(=O)CSc2c3c(nc4cc(Cl)ccc24)CCCC3)cc1OC	58	-0.75	-1.1
CCn1c(/C=C\c2ccccc2C)nc2ccccc2c1=O	-114	.	.
CCN(CC)CCNC(=O)Cn1cnc2sc(C)c(S(=O)(=O)N3CCOCC3)c2c1=O	-35	0.72	1.5
O=C(CSc1nnc(CSc2nc3ccccc3s2)o1)NC1CCCCC1	.	-0.5	-0.04
O=C(CCC1CCCC1)N1CCC(N2CCCCCC2)CC1	21	0.56	0.99

Next compounds.
SMILES	Insulin prom inh	SDO1 yeast rescue	SDO1 yeast rescue Rescue 24 h
Cc1ccc2nc(NC(=O)CCn3c(=O)sc4ccccc43)sc2c1	.	-2.3	-1.5
COc1cc2c(cc1OC)C(C)N(C(=O)c1cc3ccccc3o1)CC2 (configuration not stated)	-36	-1.2	-0.3
CCOC(=O)NS(=O)(=O)c1ccc(CCNC(=O)c2cc(C)on2)cc1	27	1.7	1.4
COc1ccc(/C=C/C(=O)NCC(=O)N2CCC(N(C)CCN3CCOCC3)CC2)cc1OC	-39	.	.
CCOC(=O)N1CCC(NC(=O)c2cc(S(=O)(=O)N3CCCCC3)ccc2F)CC1	3	.	.
CN(C)/C=N/c1ncc(C(=O)c2ccccc2)s1	39	0.6	0.85
Cc1ccccc1C(=O)NNC(=S)Nc1cccc(C(F)(F)F)c1	11	0.42	0.13
Cc1nn(CCC(=O)NNC(=S)Nc2ccc([N+](=O)[O-])cc2)c(C)c1[N+](=O)[O-]	?	.	.
NC(=O)c1cc(S(=O)(=O)Nc2cccc(F)c2)co1	.	0.39	0.37
O=C(Cc1ccc(Cl)cc1)NNC(=O)c1cnccn1	-100	1.7	2.1
O=C1OC(c2ccccc2)=NC12CC2c1ccc(Cl)cc1 (configuration not stated)	-19	-0.83	-0.44
CCCCC(=O)NC(=S)Nc1cccc(NC(=O)c2ccco2)c1	.	-0.65	-0.71
CN1CCN(c2ccc(Cl)cc2NC(=O)CCN2C(=O)c3ccccc3C2=O)CC1	-31	.	.
CCCC(=O)Nc1c(C(=O)OCC)[nH]c2ccccc12	.	0.12	1.4
CC(=O)N1C(=O)N(C)C2C1N(C)C(=O)N2C(C)=O (configuration not stated)	-47	0.28	0.59
O=C(COC(=O)C1CC(=O)N(c2ccc3c(c2)OCCO3)C1)NC1CCCc2ccccc21 (configuration not stated)	.	-0.55	0.16
CCc1cccc(CC)c1NC(=S)NCC(c1cccnc1)N1CCOCC1 (configuration not stated)	-6	0.99	0.75
CN(C)c1nc(Nc2ccccc2)nc(N(C)C)n1	.	-0.6	0.73
CC(=O)c1ccc(NC(=O)C(C)OC(=O)COc2ccc(C#N)cc2)cc1 (configuration not stated)	24	0.57	0.48
O=C(O)CN1CCN(Cc2ccc(F)cc2Cl)C1=O	.	0.09[14.6 µM]	-0.5
Cc1ccc(C(=O)Nc2ccc(N3CCN(S(C)(=O)=O)CC3)cc2)cc1C	-50	.	.
COc1ccccc1S(=O)(=O)Nc1cc(S(=O)(=O)N2CCCCC2)ccc1N1CCOCC1	-94	.	.
Cc1cc(NC(=O)c2ccco2)ncc1NC(=O)CCc1ccccc1	.	1.1	1.5
CCn1c(SCc2nc3scc(-c4ccccc4)c3c(=O)[nH]2)nnc1-c1ccc(Cl)cc1	30	0.81	1.7
COc1cccc(/C=N/NC(=O)c2c(C)nc3ccc(Br)cn23)c1O	21	.	.
COc1ccccc1[C@@H]1C(c2cccc(Cl)c2)=NN(c2ccccc2)[C@H]1C(=O)N1CCOC1=O	5	-0.29	0.21
O=C1CC(c2ccc(F)cc2)CC2=C1C=Nc1ccccc1N2 (configuration not stated)	-73	.	.
CC1(C)CC2CC(C)(CN2C(=O)C23CCC(C)(C(=O)O2)C3(C)C)C1 (configuration not stated)	.	0.27	0.47
COCCN(Cc1cc2ccc(C)cc2n2nnnc12)Cc1nnnn1C(C)(C)C	56	-0.6	-0.42
c1ccc2c(NCC3CCCO3)nc(-c3ccncc3)nc2c1 (configuration not stated)	.	-0.23	-0.78
Cc1noc(C)c1CSc1nc2ccccc2nc1NS(=O)(=O)c1ccc(Cl)cc1	.	-2	-1.3
NC(=O)N1CCCC1C(=O)Nc1ccc(Cl)c(Cl)c1 (configuration not stated)	17	0.74	0.42
CCOC(=O)c1c(-c2ccc(-c3ccccc3)cc2)csc1NC(=O)c1cccc(N2C(=O)CCC2=O)c1	.	0.2	1
O=C(CSc1nnc(-c2ccccc2O)o1)N1CCc2ccccc2C1	14	-0.63	0.07
O=C(NCCO)c1cccc2c1-c1ccccc1C2=O	42	1.4	1.1
CCCOc1ccc(N2C(=O)CC(N3CCCC(C(=O)N4CCCC4)C3)C2=O)cc1 (configuration not stated)	42	0.89	0.14
O=C(Nc1ccccc1C(=O)NC(Cc1ccc(O)cc1)C(=O)O)c1ccccc1 (configuration not stated)	30	.	.
CCOC(=O)C1C(=O)C=C(Nc2ccccc2F)CC1c1ccccc1 (configuration not stated)	0	0.06	0.09
Cc1cc(C(=O)OCC(=O)NCc2ccco2)c(C)n1-c1ccc(F)cc1	-45	-1.8	-0.91
COc1cc(C2=NOC(C(=O)NC3CCCCC3)C2)cc(OC)c1OC (configuration not stated)	.	0.96	0.29
CN(C)c1nc(OCCNC(=O)COc2ccc(Cl)cc2Cl)nc(N2CCOCC2)n1	-211	-1	-0.67
Cc1cccc(C)c1OCc1nc2ccccc2c(=O)n1/N=C/c1c[nH]c2ccccc12	.	-1.5	-1.4
O=C(C1CCN(Cc2ccc(Cl)cc2)CC1)N1CCN(C(c2ccccc2)c2ccccc2)CC1	.	-2.2	-1.9
CNc1ccccc1-n1ccc(-c2ccccc2)n1	27	0.21	0
O=C(OC(C(=O)Nc1cc(Cl)cc(Cl)c1)c1ccccc1)C1=COCCO1 (configuration not stated)	40	-1.5	-1.8
O=C(NCCN1CCOCC1)c1ccc2c(c1)N(Cc1ccc(F)cc1)C(=O)CS2	-40	0.22	-0.4

Compound activity from PubChem.

Some of the compounds tested; the hit share may differ from the screen's.
